# Screens (PubChem)
# CASP6 VEID inh: human caspase-6 inhibitors, primary screen, biochemical, VEID-R110 fluorescence, single point, set 2. P55212. purified caspase-6, Z-VEID-R110 cleavage fluorescence. inhibition, % at 12.5 µM. 0.53% of 350,000 active. AID 686996, 2013;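 active = mean inhibition across replicates at least about 35%, with every replicate also reaching that limit, limit read from the data; inconclusive = only one of the two criteria met; inactive = neither criterion met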;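 also: 0% = median of neutral control wells and 100% = no fluorescence left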
# ARNT-TACC3 inh: disruptors of ARNT/TACC3 protein interaction, primary screen, biochemical, AlphaScreen, single concentration. Transforming acidic coiled-coil-containing protein 3 (Homo sapiens), Q9Y6A5. AlphaScreen His-ARNT PAS-B/GST-TACC3 binding, luminescence; TACC3 fragment carries E629A point mutation. inhibition, % at 9.99 µM. 0.66% of 390,000 active. AID 623870, 2012;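 active = mean inhibition of replicates at least 50% and at least half of replicates each reaching 50%; inconclusive = half or more replicates reach 50% but mean below 50%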;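 also: 0% = complete ARNT plus TACC3 wells and 100% = ARNT alone without TACC3; many hits fall short of the cut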
# E-sel inducer: E-selectin induction in HUVECs, primary screen, imaging, HUVEC, immunofluorescence imaging, single point; P16581; normalized: neutral wells 0, TNF-alpha wells 100; activation, % at 7.58 µM; 0.37% of 260,000 active;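 active = mean E-selectin-positive cell signal at least 10% of the positive control, reached in at least 60% of replicates, without over 20% cell loss; inconclusive = no rule given, readout overlaps actives, possibly toxicity-flagged; inactive = the rest, including those meeting only one limit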;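 also: in these data hits start at about 27%; measured in HUVEC primary endothelial cells; signal is the percent of cells scored E-selectin positive by PE staining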
#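 Read-out: % PE-positive cells | Test system: HUVEC | Doses: One compound dose added by pin transfer | Buffer or medium: EGM-2 over gelatin coat | Signal: Immunofluorescence imaging | Benchmarks: TNF-alpha, DMSO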
# esBAF inh: Bmi1 luciferase reporter increase in mESCs, primary screen, esBAF inhibitor project, mouse ES cells, Bmi1 luciferase knock-in, single point | 2% of 350,000 active | 24 h; 100% = twice the neutral-well signal | reporter increase, % at 12.5 µM; in the data active = activation above about 40%; inconclusive = no clear call, values can overlap the other calls;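 also: 0% = median of the plate's neutral control wells and 100% = double that signal; a rise in the Bmi1 reporter signal indicates esBAF inhibition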
# RAD54 inh: inhibitors of human RAD54 branch migration, primary screen, biochemical, fluorescence, single point | 0.14% of 360,000 active | inhibition, % at 10.4 µM | AID 602329, 2012 | RAD54 Holliday junction branch migration, FAM/BHQ fluorescence;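 active = mean normalized replicate activity at least 40 and at least half of replicates scoring 40 or more; inconclusive = only one of the two criteria met; inactive = mean below 40 and under half of replicates reaching 40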;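 also: 0% = median of neutral control wells and 100% = median of positive control wells; inhibitors cause a drop in the FAM fluorescence signal; in these data hits start at about 50%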
# ERp5 block: inhibitors of ERp5-driven insulin aggregation, primary screen, biochemical, turbidity, absorbance 650 nm, single point. Protein disulfide-isomerase A6 (Homo sapiens), Q15084. 90 min. inhibition, % at 9.99 µM. 0.05% of 350,000 active;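 active = mean replicate inhibition above about 25%, with every replicate also reaching it, limit read from the data, passing the limit was not always enough; inconclusive = only one of those two criteria met; inactive = neither criterion met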
# Target sequence (Q15084 whole entry, looked up): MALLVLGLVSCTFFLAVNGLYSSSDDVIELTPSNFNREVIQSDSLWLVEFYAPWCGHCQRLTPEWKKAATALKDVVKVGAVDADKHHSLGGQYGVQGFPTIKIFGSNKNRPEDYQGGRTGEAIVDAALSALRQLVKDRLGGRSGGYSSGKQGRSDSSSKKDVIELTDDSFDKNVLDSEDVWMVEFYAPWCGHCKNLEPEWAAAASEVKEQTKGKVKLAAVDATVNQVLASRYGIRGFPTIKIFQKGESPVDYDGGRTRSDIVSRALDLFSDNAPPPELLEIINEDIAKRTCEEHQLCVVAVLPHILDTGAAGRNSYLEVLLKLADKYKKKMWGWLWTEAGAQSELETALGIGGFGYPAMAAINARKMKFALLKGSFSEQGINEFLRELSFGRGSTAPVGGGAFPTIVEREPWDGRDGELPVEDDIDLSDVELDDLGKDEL
# RAD52 anneal inh: RAD52 DNA annealing inhibitors, primary screen, biochemical, FRET, single point, set 2. DNA repair protein RAD52 homolog (Homo sapiens), P43351. recombinant RAD52 DNA annealing, FRET fluorescence. inhibition, % at 18.7 µM. AID 651710, 2012. 0.46% of 360,000 active;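 active = every replicate showing at least 50% inhibition; inconclusive = mean inhibition at least 50% but not in every replicate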
# Target sequence (P43351 whole entry, looked up): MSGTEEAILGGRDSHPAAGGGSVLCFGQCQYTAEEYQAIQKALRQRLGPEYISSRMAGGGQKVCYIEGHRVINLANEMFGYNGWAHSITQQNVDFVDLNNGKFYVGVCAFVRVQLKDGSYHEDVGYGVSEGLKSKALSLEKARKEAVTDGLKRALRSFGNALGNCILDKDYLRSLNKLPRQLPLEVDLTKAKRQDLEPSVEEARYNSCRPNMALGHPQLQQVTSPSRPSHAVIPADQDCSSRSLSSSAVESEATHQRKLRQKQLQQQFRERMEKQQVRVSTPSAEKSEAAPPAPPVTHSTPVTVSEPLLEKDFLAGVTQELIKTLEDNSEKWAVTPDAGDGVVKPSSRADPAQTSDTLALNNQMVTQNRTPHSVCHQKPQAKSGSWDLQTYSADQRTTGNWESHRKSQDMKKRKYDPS
# PglD DTNB: C. jejuni PglD acetyltransferase inhibitors, primary screen, biochemical, DTNB colorimetric, single point | UDP-N-acetylbacillosamine N-acetyltransferase PglD (Campylobacter jejuni) | purified PglD enzyme, DTNB colorimetric CoA detection | inhibition, % at 12.5 µM | 0.098% of 360,000 active; in the data active = inhibition above about 16%, passing the limit was not always enough; inconclusive = no clear call, values can overlap the other calls; also: strong numbers were not always called active
# Starred values were filed as active, the others as inactive; ? = inconclusive; nt = not tested or not shown.
# Each structure is followed by: CASP6 VEID inh	ARNT-TACC3 inh	E-sel inducer	esBAF inh	RAD54 inh	ERp5 block	RAD52 anneal inh	PglD DTNB
- COc1cccc(NC(=O)N2CC(=O)N3[C@H](CO)[C@H](c4ccc(Br)cc4)[C@H]3C2)c1
  3	nt	0.0	nt	nt	-3	-7	nt
- Cc1cc(C)n(-c2nnc(NC34CC5CC(CC(C5)C3)C4)nn2)n1
  nt	0	0.3	58*	0	nt	nt	2
- C[C@H](CO)N1C[C@H](C)[C@H](CN(C)Cc2ccc(C(F)(F)F)cc2)Oc2ccc(NC(=O)Nc3ccc(C(F)(F)F)cc3)cc2C1=O
  -1	-2	-0.2	-2	-4	-5	-23	1
- Oc1cc2c(cc1CN1CCN(c3cccc(C(F)(F)F)c3)CC1)CCC2
  nt	-2	nt	2	3	nt	nt	55*
- CC(=O)c1ccc(-c2cccc([C@H]3[C@@H]4C=CC[C@@H](C)[C@@H]4C(=O)N3Cc3ccccc3)c2)cc1
  -2	-2	nt	13	0	0	6	-1
- COc1ccc(-c2csc(N(CCCN(C)C)C(=O)c3ccc(OC)c(OC)c3)n2)cc1
  -5	nt	0.0	5	5	3	-10	-5
- CC(C)Cc1ccc(C(C)C(=O)Nc2ccccc2O)cc1 (stereo not given)
  5	-26	4.8	nt	4	0	-17	5
- CO[C@@H](CN(C)S(=O)(=O)c1ccc(C)cc1)[C@H](C)CN([C@@H](C)CO)S(=O)(=O)c1cccc(Cl)c1
  0	1	0.2	12	-5	1	-7	-2
- COc1cc(OC)c(NC(=O)c2ccc3c(SCC(=O)O)c4c(nc3c2)CCCC4)cc1Cl
  35	1	-1.7	6	nt	6	-4	nt
- C[C@H](CO)N1C[C@H](C)[C@H](CN(C)Cc2ccc(Cl)c(Cl)c2)Oc2ccc(NC(=O)c3ccncc3)cc2CC1=O
  9	nt	-2.8	9	3	-3	-7	4
- C[C@@H]1CN([C@H](C)CO)C(=O)c2cc(C#C[C@@H](C)O)cnc2O[C@@H]1CN(C)C(=O)CC1CC1
  1	-8	-0.4	0	7	0	-3	3
- CO[C@@H]1CN(C)C(=O)c2ccc(NC(=O)Nc3ccccc3)cc2OC[C@H](C)N(C(=O)CN(C)C)C[C@H]1C
  nt	nt	0.0	-4	nt	-3	-9	nt
- COCCC(=O)N1CCC(n2nccc2NC(=O)c2ccccc2C)CC1
  1	-4	-1.0	-8	-1	23	-11	2
- Cc1ccc(S(=O)(=O)N2CCC(C(=O)N3CCC(C(=O)NCc4cccnc4)CC3)CC2)cc1
  0	4	nt	-3	-8	1	10	-3
- OCC1OC(n2cnc3c(NC4CCCC4)ncnc32)C(O)C1O (stereo not given)
  -3	-1	?	2	-4	4	-8	-3
- CN(C)C(=O)C[C@@H]1C[C@@H]2c3cc(NC(=O)c4ccc5c(c4)OCO5)ccc3O[C@@H]2[C@H](CO)O1
  3	8	0.4	0	-1	1	5	6
- C[C@@H]1CN([C@@H](C)CO)C(=O)c2cc(NC(=O)c3ccccc3)ccc2O[C@@H](C)CCCCO[C@@H]1CN(C)Cc1ccc2c(c1)OCO2
  3	-1	4.3	0	0	2	-27	3
- CCCNC(=O)N[C@@H]1CC[C@H](CCn2cc(-c3cccc(F)c3)nn2)O[C@@H]1CO
  1	1	2.3	-1	-4	-5	-9	-5
- COc1ccc(NC2CCCN(C(=O)c3csc(C(C)C)n3)C2)cc1OC (stereo not given)
  3	10	79*	-5	-1	13	-18	0
- CC(=O)c1ccc(-c2cccc(-c3nc4ccccn4c3NC3CCCCC3)c2)cc1
  -1	5	0.4	0	-6	0	-86	-1
- C[C@@H]1CN([C@H](C)CO)C(=O)c2cc(NC(=O)Cc3ccccc3)ccc2O[C@@H]1CN(C)S(=O)(=O)c1cn(C)cn1
  1	-7	-0.1	-5	2	10	-2	1
- O=C1c2ccccc2C(=O)N1Cc1cc(-c2ccccc2)no1
  nt	-4	nt	-6	3	nt	nt	0
- COc1cccc(-c2cnc3c(c2)C(=O)N([C@H](C)CO)C[C@H](C)[C@H](CN(C)C(=O)CN(C)C)O3)c1
  -1	nt	0.2	-4	15	-2	19	4
- C[C@@H]1CCCCO[C@H](CN(C)C(=O)C2CCCCC2)[C@H](C)CN([C@@H](C)CO)C(=O)c2cc(NS(C)(=O)=O)ccc2O1
  -1	1	0.2	-1	-6	-13	-10	7
- C[C@H](CO)N1C[C@H](C)[C@@H](CN(C)C(=O)c2ccncc2)Oc2cc(C#CC3CC3)ccc2S1(=O)=O
  1	nt	-0.3	-4	-9	-1	16	8
- COc1ccc(-n2c(=S)[nH]c3cc(C(=O)NCc4cccnc4)ccc3c2=O)c(OC)c1
  -1	2	0.0	-1	2	3	-8	-2
- CCN(CC)S(=O)(=O)c1ccc2nnn(O)c2c1
  3	3	5.0	4	0	7	-13	nt
- COc1ccc(S(=O)(=O)N(C)C[C@H]2Oc3ccc(NS(=O)(=O)c4ccccc4)cc3CC(=O)N([C@@H](C)CO)C[C@H]2C)cc1
  2	8	0.5	0	4	-1	-4	-3
- O=C(NC1CCCCC1)N1CC2(C1)[C@H](c1ccccc1)[C@@H](CO)N2S(=O)(=O)Cc1ccccc1
  2	nt	-0.1	nt	nt	1	9	nt
- C[C@@H]1CCCCO[C@@H](CN(C)C(=O)Nc2ccccc2)[C@H](C)CN([C@H](C)CO)C(=O)c2cc(NC(=O)Nc3ccccc3)ccc2O1
  -1	-4	0.3	26	-3	4	7	8
- Cc1ccc(S(=O)(=O)N2CCN(C(=O)C3CCCO3)CC2)cc1 (stereo not given)
  -2	-11	-0.5	-8	-2	6	-1	7
- CCCCN(S(=O)(=O)c1ccccc1)S(=O)(=O)c1ccccc1
  2	-3	1.6	-13	-11	-1	-13	5
- Cc1ccc(C(=O)Nc2ccccc2[N+](=O)[O-])cc1S(=O)(=O)N1CCOCC1
  -3	12	nt	34	8	-3	-11	0
- COc1cccc(NC(=O)C2CCCN2C(=O)OCc2ccccc2)c1 (stereo not given)
  nt	-3	nt	3	11	nt	nt	1
- O=C(N/C(=C/c1cccc([N+](=O)[O-])c1)C(=O)N1CCCCCC1)c1ccco1
  2	0	-3.5	nt	1	5	-5	0
- CN(C)c1ccc(NC(=S)NC(=O)/C=C/c2ccc(Cl)cc2)cc1
  nt	0	nt	46*	-8	nt	nt	0
- CC(C)NC(=O)N(C)C[C@@H]1Oc2ccc(NC(=O)c3ccncc3)cc2C(=O)N([C@@H](C)CO)C[C@@H]1C
  -1	-9	-0.1	4	1	1	-13	-1
- COc1ccc(N2CC(C(=O)OCC(=O)Nc3cccc(C)c3)CC2=O)cc1 (stereo not given)
  -1	4	0.2	-7	-46	0	-13	1
- CCOC(=O)Cn1nc(C)c(NC(=O)COc2ccc(C)c(C)c2)c1C
  7	15	0.4	-10	nt	-5	0	nt
- Cc1ccc(C(=O)CCS(=O)(=O)c2ccc(Cl)cc2)cc1
  1	-2	-0.3	0	3	2	-10	5
- CCCNC(=O)N(C)C[C@@H]1Oc2ncc(C#CC(C)C)cc2C(=O)N([C@H](C)CO)C[C@@H]1C
  -1	-4	0.0	0	1	5	-1	7
- Cc1ccc(NC(=O)CSc2ncccn2)cc1F
  5	3	nt	nt	nt	-1	-6	nt
- CCOc1ccc(NC(=O)C2CC(=O)OC2c2ccccc2)cc1 (stereo not given)
  -2	-7	nt	nt	nt	-1	-1	nt
- O=C(NCc1cnn(-c2ccc(F)cc2)c1)C1CCC(=O)N(C2CC2)C1 (stereo not given)
  -3	-3	0.0	2	9	6	-15	0
- CC(C)CC#Cc1cnc2c(c1)C(=O)N([C@@H](C)CO)C[C@@H](C)[C@@H](CN(C)C(=O)Cc1cccnc1)O2
  -1	0	0.4	-3	-4	10	5	3
- O=Nc1c(O)n(Cc2ccccc2)c2ccccc12
  2	-6	-7.6	-4	5	-7	-6	-8
- COc1nc(-c2ccc(C)cc2)ccc1-c1noc(-c2ccco2)n1
  nt	4	nt	9	2	nt	nt	4
- CCOC(=O)c1[nH]nc(C(=O)c2ccc(Br)cc2)c1O
  nt	-2	nt	54*	1	nt	nt	-4
- Cc1ccccc1-c1ccc([C@@H]2[C@H]3CN(S(C)(=O)=O)CCCCN3[C@H]2CO)cc1
  -2	-6	0.9	0	-5	-9	-31	-4
- CC(C)N1CCN(S(=O)(=O)c2ccccc2)CC1
  0	1	nt	1	2	3	-1	2
- Cc1ccc(S(=O)(=O)Nc2ccccc2F)cc1C(=O)OC(C)C(=O)N1CCOCC1 (stereo not given)
  3	12	nt	-2	nt	-8	3	nt
- Cc1nn(C(C)C(=O)NCc2cccs2)c(C)c1[N+](=O)[O-] (stereo not given)
  3	-2	3.8	-6	nt	-4	-21	nt
- C[C@@H]1CN([C@@H](C)CO)C(=O)c2cc(NC(=O)Nc3ccc4c(c3)OCO4)ccc2O[C@@H](C)CCCCO[C@@H]1CN(C)S(=O)(=O)c1ccccc1
  -2	-9	0.0	5	-3	1	-18	-3
- O=C(COC(=O)C1(c2ccc(Cl)cc2)CCCC1)NC1CCS(=O)(=O)C1 (stereo not given)
  5	-4	nt	4	-9	-2	10	3
- Clc1cc(NC2CCCCC2)ncn1
  -4	0	0.0	2	-6	3	-9	-2
- C[C@@H]1CN([C@@H](C)CO)S(=O)(=O)c2ccc(-c3ccc(F)cc3)cc2O[C@@H]1CN(C)C(=O)c1ccccc1F
  -4	13	0.2	8	0	0	33	1
- CC(NC(=O)CN(c1ccc(F)cc1)S(C)(=O)=O)c1ccccc1 (stereo not given)
  -2	1	0.4	-2	7	0	-4	2
- O=C(O)c1nn2c(c1Br)NC(c1ccccc1)CC2C(F)(F)F (stereo not given)
  nt	-1	nt	3	-7	nt	nt	-3
- Cc1ccc(NC(=S)NNC(=O)Cn2nc([N+](=O)[O-])cc2C)cc1
  0	-9	nt	-3	-2	1	-6	0
- CCOc1cc(/C=C2\COc3ccccc3C2=O)ccc1OCC(=O)N(C)C
  5	4	0.1	2	17	-1	-11	-6
- Cc1ccc(-c2cc(C(=O)n3cnc4ccccc43)c3ccccc3n2)cc1C
  nt	-2	nt	20	-3	nt	nt	-3
- COc1ccc2sc(N3C(=O)CC(Cc4cccc(C)c4)C3=O)nc2c1 (stereo not given)
  -3	-4	nt	-15	4	1	6	5
- C[C@H](CO)N1C[C@H](C)[C@H](CN(C)S(=O)(=O)c2ccccc2C#N)OCc2ccccc2-c2c(n(C)c3ccccc23)C1=O
  0	4	1.1	0	7	2	-6	2

# Two entries drawn at random from those above, as already listed:
# Each structure is followed by: CASP6 VEID inh	ARNT-TACC3 inh	E-sel inducer	esBAF inh	RAD54 inh	ERp5 block	RAD52 anneal inh	PglD DTNB
- Cc1ccccc1-c1ccc([C@@H]2[C@H]3CN(S(C)(=O)=O)CCCCN3[C@H]2CO)cc1
  -2	-6	0.9	0	-5	-9	-31	-4
- CCCCN(S(=O)(=O)c1ccccc1)S(=O)(=O)c1ccccc1
  2	-3	1.6	-13	-11	-1	-13	5
